Arr AP2 block: inhibitors of human beta-arrestin and AP2 interaction; FITC-arrestin peptide / GST-AP2 beads, flow cytometry; AP2 beta2 appendage carries R879A mutation; inhibition, % at 10 µM; 0.31% of 340,000 active; AID 504490;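 active means inhibition above a set limit, near 3 SD of compounds lacking own fluorescence, cut at about 54% in these data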;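 further: plate controls were DMSO wells for no effect and 5 µM unlabelled arrestin peptide for full effect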
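Material – GST-tagged AP2 beta2-adaptin appendage (R879A) on 4 µm glutathione beads · Probe or stimulus – fluorescein-tagged arrestin peptide at 50 nM final · Timing – 12 min plus 1 h, RT · Detection – bead flow cytometry, FITC channel · Read-out basis – inhibition as reduced fluorescein signal on beads, percent · Medium – PBS plus Tween 20 (0.05%) and BSA (0.1%)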
OPRM1-OPRD1 ag: OPRM1-OPRD1 heterodimerization agonism. P35372+P41143. cells, luminescence. activation, % at 9.3 µM. 0.3% of 340,000 active. AID 504326; in the data active means activation above about 18%;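 further: 0% = vehicle-treated cells and 100% = reference agonist; values of inactives mirror those of a sister screen read the other way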
RTF Ca sens inh: cardiac RTF calcium desensitization. P19429+P45379. IANBD-labeled cardiac RTF, Ca2+ fluorescence. inhibition, % at 7.15 µM. 0.12% of 340,000 active. AID 493244;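 active means inhibition above the mean inhibition of all tested compounds plus 3 SD, cut at about 17% in these data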;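 further: assay run at fixed EC70 calcium of 1.6 mM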
RTF Ca sens act: increases calcium sensitivity of human cardiac regulated thin filaments. P19429+P45379. IANBD-labeled TnC RTF fluorescence at EC20 calcium; 0% EC20 calcium, 100% full calcium. activation, % at 7.2 µM. 0.24% of 340,000 active. AID 493008;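 active means activation above the mean over all tested compounds plus 3 SD, cut at about 30% in these data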;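 further: rise in fluorescence read as greater calcium sensitivity of cardiac thin filaments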
V-ATPase pHluor: regulators of yeast V-ATPase proton transport; S. cerevisiae, pHLuorin cytosolic pH fluorescence; response, % at 10 µM; 0.37% of 350,000 active; AID 504577; in the data active means response mostly above about 7.3%, no sharp cut-off; inactive means mostly below about 5.4%; further: actives read high; inactives centre near 0; some compounds called inactive have numbers as strong as hits; reference of the scale not given here
C-LANA FP: KSHV C-LANA DNA binding inhibition | MBP-C-LANA/FAM-LBS DNA binding, fluorescence polarization | inhibition, % at 9 µM | 0.078% of 340,000 active | AID 504423;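 active means highest replicate inhibition at or above 60% at 9 µM, even if other replicates fall short; inactive means all replicates below 60% inhibition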;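 further: 0% = neutral control wells and 100% = 4 µM acridine orange control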
Keap1 Nrf2 FP: Keap1-Nrf2 (human) interaction inhibition | Q14145 | Keap1 Kelch-Nrf2 peptide fluorescence polarization, 1536-well | inhibition, % at 9.4 µM | 0.15% of 340,000 active | AID 504523; in the data active means inhibition above about 12%;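 further: human Keap1 Kelch domain with fluorescein labeled Nrf2 9mer peptide probe; 0% = neutral control wells and 100% = peptide positive control; higher means more block of Keap1 binding to Nrf2 peptide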
Wnt bcat act: activates Wnt/beta-catenin signaling in a reporter cell assay | 1.2% of 300,000 active | activator, plate reader | AID 743398 | activation, % at 9.35 µM; in the data active means activation above about 30%, passing the limit was not always enough;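 further: 0% = neutral control wells and 100% = positive control wells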
MOR-DOR inv ag: inverse agonist of human OPRM1-OPRD1 heterodimerization. P35372+P41143. cell-based MOR-DOR heterodimer luminescence, inverse agonism. inhibition, % at 9.3 µM. 0.21% of 340,000 active. AID 504357; in the data active means inhibition above about 22%, passing the limit was not always enough;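 further: 0% = cells with DMSO and 100% = wells without cells with DMSO; values of inactives mirror those of a sister screen read the other way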
DSG3 Ab inh: blocks pemphigus antibody binding to human desmoglein-3. binding (percent of control), % at 10 µM. DSG3-coupled beads, scFv-anti-DSG3-GFP binding, flow cytometry; active compounds read low. AID 588358. 0.48% of 310,000 active;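 active means binding more than 3 SD below its plate's average and above zero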;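 further: hits lower antibody fragment binding to DSG3; some compounds called inactive have numbers as strong as hits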
Target sequence (P32926 whole entry, looked up, the tested form may be a part): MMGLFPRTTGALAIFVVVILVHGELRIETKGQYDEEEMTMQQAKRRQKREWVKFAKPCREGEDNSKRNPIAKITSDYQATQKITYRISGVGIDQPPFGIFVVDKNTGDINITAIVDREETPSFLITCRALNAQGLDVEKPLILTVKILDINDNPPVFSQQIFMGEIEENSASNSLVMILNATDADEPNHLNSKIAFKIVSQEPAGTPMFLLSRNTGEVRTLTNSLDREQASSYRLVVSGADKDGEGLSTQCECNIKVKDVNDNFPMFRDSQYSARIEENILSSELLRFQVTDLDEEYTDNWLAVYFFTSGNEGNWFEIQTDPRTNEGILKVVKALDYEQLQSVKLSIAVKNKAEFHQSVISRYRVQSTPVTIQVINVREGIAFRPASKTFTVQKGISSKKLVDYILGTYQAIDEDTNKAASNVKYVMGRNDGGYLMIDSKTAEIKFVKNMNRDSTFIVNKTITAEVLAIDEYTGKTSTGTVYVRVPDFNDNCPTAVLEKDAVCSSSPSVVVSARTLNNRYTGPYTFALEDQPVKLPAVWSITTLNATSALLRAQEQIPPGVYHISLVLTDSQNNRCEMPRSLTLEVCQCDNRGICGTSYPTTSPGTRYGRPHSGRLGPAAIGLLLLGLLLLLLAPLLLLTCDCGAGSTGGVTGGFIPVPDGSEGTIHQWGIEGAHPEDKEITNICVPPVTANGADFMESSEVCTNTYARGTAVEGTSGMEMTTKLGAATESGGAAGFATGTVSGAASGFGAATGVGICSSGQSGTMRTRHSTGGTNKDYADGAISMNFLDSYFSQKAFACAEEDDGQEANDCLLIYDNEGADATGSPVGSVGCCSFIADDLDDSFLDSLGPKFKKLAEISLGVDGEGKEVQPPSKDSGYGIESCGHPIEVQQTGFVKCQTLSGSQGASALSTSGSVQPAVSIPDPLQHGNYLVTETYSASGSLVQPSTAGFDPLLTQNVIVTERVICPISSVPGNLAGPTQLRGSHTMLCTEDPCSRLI
The depositor's hits bear a star; / = no result given.

SMILES	Arr AP2 block	OPRM1-OPRD1 ag	RTF Ca sens inh	RTF Ca sens act	V-ATPase pHluor	C-LANA FP	Keap1 Nrf2 FP	Wnt bcat act	MOR-DOR inv ag	DSG3 Ab inh
CC1CC(C)CN(C(=O)C2CCC(CNS(=O)(=O)c3ccccc3)CC2)C1 (centres undefined)	-4.3	0.5	-3.0	-5.9	-0.9	2.2	-3.7	-3.8	-2.5	102.9
N#Cc1ccc(N2CCN(c3ccc(F)cc3)CC2)cc1	1.1	-3.0	-6.2	5.7	0.5	-0.2	3.1	2.5	16.4	106.2
Cc1ccc(NC2=NCC(=O)N2C2CCCC2)cc1C	/	0.8	7.7	-0.2	-2.4	1.9	-0.9	/	-3.8	117.3
O=C(COC(=O)CNC(=O)c1cccc(OC(F)F)c1)NCc1ccc2c(c1)OCO2	-7.0	-2.3	-1.3	3.3	0.8	0.8	0.1	-1.3	10.0	99.6
CCCCC(=O)Nc1ccc(NC(=O)CC)cc1OC	4.1	-2.7	4.2	9.0	-1.4	-0.1	-5.3	1.5	15.9	95.6
COc1cc(CN(C)c2ncnc3sccc23)ccc1OC(F)F	4.1	1.5	6.7	-0.7	-0.7	0.1	-6.7	-1.8	-8.4	35.3*
N#Cc1ccsc1NC(=O)C1CCN(C(=O)c2ccc(Cl)cc2)CC1	-12.5	-0.5	-3.8	-1.4	1.2	1.5	-0.8	-0.9	3.3	101.7
CC(=O)N1CCC(N(CCN2CCOCC2)C(=O)Nc2ccc(Cl)c(Cl)c2)CC1	20.0	-1.1	-7.4	-1.9	2.1	-0.9	0.7	-0.6	5.5	96.4
CCOCCCn1cc(C(=O)c2cc(Br)ccc2O)cc(C#N)c1=O	-25.0	-1.8	-8.6	8.0	0.1	-0.7	-9.9	-0.4	10.4	103.3
CCOC(=O)c1sc(NC(=O)c2ccc(S(=O)(=O)N3CCCCC3)cc2)nc1-c1ccccc1	2.1	-1.3	-3.7	3.8	7.5	0.4	1.0	/	6.4	96.3
CC(C)(C)N1C(=O)c2ccc(C(=O)Nc3ccc(C(=O)O)cc3)cc2C1=O	8.8	-2.6	-7.6	-0.9	1.1	1.4	0.8	0.0	12.6	119.2
O=C(NCc1ccco1)C(c1ccncc1)N(C(=O)Cc1cccs1)c1ccccc1 (centres undefined)	2.1	-3.5	11.1	-3.6	1.5	-0.6	-1.7	-7.5	17.2	103.0
CCc1cccc(NC(=O)CSc2nnc(Cc3ccc(OC)cc3)c(=O)[nH]2)c1	1.7	-1.8	-7.5	1.1	0.9	0.4	-4.1	4.1	11.4	103.3
Cc1cc(NC(=O)CN2C(=O)NC(C)(c3ccc(Cl)cc3)C2=O)no1 (centres undefined)	11.0	-2.9	-5.0	-0.4	-1.0	-0.3	1.5	-1.0	16.0	98.9
O=[N+]([O-])C(=C1NCCN1)C(Cl)=C(Cl)Cl	21.9	-2.2	7.8	-1.4	-1.1	-0.5	-3.6	2.5	11.6	98.5
CCOC(=O)C1CCN(c2c(C(=O)c3ccccc3)cnc3ccc(CC)cc23)CC1	-2.0	0.9	-8.7	4.8	-3.0	1.8	-3.9	1.8	-4.7	101.1
O=C(NCCS(=O)(=O)N1CCN(c2ccccc2)CC1)C1CCCC1	1.5	3.2	-8.4	-4.6	4.2	-0.7	-0.1	-0.8	-20.2	100.5
CCn1c(=O)n(CC(=O)Nc2cc(OC)ccc2OC)c(=O)c2ccccc21	25.9	-3.2	4.7	-1.4	2.7	-1.0	0.7	/	14.8	94.0
O=C(NC1CCCC1)C1CCCN1C(=O)Nc1ccccc1 (centres undefined)	-2.7	-1.2	5.4	5.2	2.7	-0.3	-4.0	1.8	6.6	111.9
CC(=O)O[C@@H](C[C@@H](C)C1=C2C[C@H](O)C3[C@@]4(C)CCC(=O)C(C)(C)C4CC[C@]3(C)[C@@]2(C)CC1)[C@H]1OC1(C)C (some centres undefined)	23.9	7.0	-0.7	0.9	-0.2	2.7	-0.6	-3.1	-32.6	96.0
COc1cccc(/C=N/NC(=O)c2ccccc2)c1OS(=O)(=O)c1ccccc1	4.6	-2.5	-8.1	-0.8	2.9	-0.3	-0.2	-1.7	12.9	99.1
O=C(Cc1ccc(Cl)cc1)NNS(=O)(=O)c1ccc([N+](=O)[O-])cc1	1.1	6.4	-30.4	15.9	4.2	-0.8	-2.5	/	-33.5	94.0
Nn1c(-c2ccc(F)cc2)nc2ccccc2c1=O	-7.7	-1.8	-8.7	-3.0	-0.8	1.4	-5.2	0.7	10.5	99.1
Cc1cc(C(=O)OCC(=O)NCCc2ccccc2)c2ccccc2n1	54.1*	-1.4	5.5	-3.9	-6.4	-1.0	3.7	-0.9	5.5	102.9
N/C(=N/OC(=O)c1cccc([N+](=O)[O-])c1)c1cccc([N+](=O)[O-])c1	-28.4	9.7	-9.5	5.7	3.6	-1.2	-2.9	5.7	-46.6	95.7
C=CCC1(CC=C)CCCN1C(=O)c1cc(COc2ccccc2SC)on1	-6.2	1.2	-8.2	-3.9	-0.6	0.1	-0.3	-1.1	-8.3	99.3
Cc1c(NC(=O)N(C)C)c(=O)n(-c2ccccc2)n1C	-70.1	-2.3	4.4	2.2	/	1.9	-1.1	/	13.5	93.9
O=C(Nc1ccc(C(F)(F)F)cc1)c1ccc(NC(=O)C2CCCO2)cc1 (centres undefined)	/	3.5	-16.7	-1.2	2.6	-0.4	-0.8	/	-18.4	113.0
Cc1cccc(NC(=O)CN(C)C(=O)C2CCCC2)c1C	16.8	2.4	2.2	-2.9	-2.5	0.6	0.8	-3.0	-9.7	94.8
Cc1cc(F)ccc1NCc1ccc([N+](=O)[O-])cc1	3.5	0.9	1.8	2.4	0.9	-0.2	-0.4	1.4	-4.8	97.2
c1ccc2c(c1)nc1n2CCN1	2.4	/	7.3	-2.9	-0.8	-0.9	0.9	/	/	94.8
COc1ccc(C(CNC(=O)c2ccc(Cl)c(NC(=O)c3cccs3)c2)N2CCCC2)cc1 (centres undefined)	5.4	-1.5	-6.0	-7.2	-0.1	/	/	-4.9	7.9	104.4
COc1ccc(/C=C/C(=O)Nc2ccc(-n3nncc3-c3ccccc3)cc2)cc1OC	7.0	2.2	-4.8	4.1	4.8	-0.2	-5.3	-1.4	-11.2	87.2
CCOC(=O)c1sc(=NC(=O)c2ccc(OC)c(OC)c2)n(C)c1C	-6.0	-2.3	-2.7	1.5	0.3	-1.0	0.2	12.5	12.8	80.6
COc1ccc(C(=O)Nc2cc(C(F)(F)F)ccc2-n2cnc3ccccc32)cc1	6.1	-1.3	-18.9	0.0	-3.9	0.7	-0.3	-2.3	6.4	86.4
COc1ccc(N2CCN(c3ccc([N+](=O)[O-])cc3Cl)CC2)cc1	-1.5	0.0	0.6	21.6	0.7	4.0	-1.7	/	0.2	-9.5*
O=C1c2ccccc2NC(c2ccccc2O)N1c1ccc(F)cc1 (centres undefined)	-14.4	-3.0	-11.7	7.0	-1.0	-1.5	-1.9	19.2	13.5	/
CCCOc1ccccc1OCC(=O)Nc1cc(Cl)ccc1-n1cncn1	4.1	-1.0	-11.8	-0.7	0.6	1.6	-3.0	-2.9	6.3	98.1
COc1ccc(-n2c(=S)[nH]c3cc(C(=O)Nc4cc(C(N)=O)ccc4OC)ccc3c2=O)c(OC)c1	-7.9	-1.4	-14.1	-2.5	3.0	1.6	0.2	-2.1	11.6	102.2
CN(CC(=O)Nc1ccc(F)c(F)c1F)C(=O)CCCc1nc2ccccc2c(=O)[nH]1	-3.4	-0.7	-3.4	-1.5	5.7	0.9	-4.7	0.2	3.1	101.2
CC(=O)Nc1ccc(NC(=O)C2CCCN2C(=O)NCc2ccccc2)cc1 (centres undefined)	5.9	-2.8	-16.7	-7.7	-1.3	1.8	-1.0	-2.9	17.5	93.6
Cc1ccccc1NC(=O)Cn1nnc(-c2ccc(CN3CCC(C)CC3)cc2)n1	4.0	-2.6	-9.2	-3.6	1.6	-0.8	-3.6	-1.6	13.1	108.2
C/C(=C\C(=S)Nc1ccccc1)Nc1ccccc1	-0.2	-6.1	6.7	-0.8	-0.9	-0.9	-3.2	-2.1	31.5*	104.4
CCOC(=O)/C=C1\SCC(=O)N1CC(=O)NCc1ccc(OC)c(OC)c1	-18.1	-4.2	-6.8	2.2	-0.8	-1.4	-3.7	/	22.0	103.5
CN1CCC(=O)N([C@H](CC#N)c2ccccc2)CC1	13.0	-1.1	-2.9	8.6	1.6	3.1	1.9	-2.0	6.3	109.4
Cc1ccc(N/C=C/C(=O)c2ccccc2)cc1Br	0.8	2.5	-2.4	3.9	3.5	-1.1	-4.8	19.5	-12.5	116.0
COc1cccc(/C=N/N2C(=O)NC3(CCCCC3)C2=O)c1O	-5.5	-1.4	-4.1	-5.4	-1.6	0.4	-2.9	-0.5	8.0	92.5
O=C(Oc1ccc(F)c(F)c1)c1ccc2c(=O)n3c(nc2c1)CCC3	-3.6	0.9	0.5	-4.5	-4.4	0.7	-2.1	0.5	-6.0	104.8
COC(=O)c1ccc(CSc2nnc3sc4ccccc4n23)o1	-6.9	-2.0	-9.1	1.2	1.8	1.0	-1.2	/	10.7	103.2
O=C(N/N=C/c1cccnc1)c1ccc(Cl)c(Cl)c1	-7.8	-0.1	-2.2	1.4	6.8	-1.0	1.5	-0.3	0.3	106.0

Arr AP2 block, hit marks shown above
molecule,Arr AP2 block,OPRM1-OPRD1 ag,RTF Ca sens act,V-ATPase pHluor,C-LANA FP,Keap1 Nrf2 FP,Wnt bcat act,MOR-DOR inv ag,DSG3 Ab inh
Cc1cc(C(=O)OCC(=O)NCCc2ccccc2)c2ccccc2n1,54.1*,-1.4,-3.9,-6.4,-1.0,3.7,-0.9,5.5,102.9

(listing goes on)
SMILES	Arr AP2 block	OPRM1-OPRD1 ag	RTF Ca sens inh	RTF Ca sens act	V-ATPase pHluor	C-LANA FP	Keap1 Nrf2 FP	Wnt bcat act	MOR-DOR inv ag	DSG3 Ab inh
O=C1OCCN1C(=O)[C@H]1[C@H](c2ccccc2)C(c2ccc(F)cc2)=NN1c1ccc(Br)cc1	12.3	1.1	-10.3	-1.7	6.2	-0.7	6.2	0.2	-4.6	98.9
CCC(=O)N1CC2(CC(c3cccc(NC(=O)CC(c4ccccc4)c4ccccc4)c3)=NO2)C[C@H]1C(N)=O (some centres undefined)	18.1	0.2	-2.0	-3.3	-1.6	9.7	0.1	-0.9	-1.3	99.6
CC(=O)c1cccc(NC(=O)Cn2nc(-c3ccccc3Cl)ccc2=O)c1	3.7	1.6	-11.2	16.3	8.8	-0.5	-0.9	-1.8	-7.7	99.6
S=c1nc[nH]c2c1[nH]c1ccccc12	5.3	-0.4	-13.3	-3.1	-1.1	1.9	-2.8	/	1.9	105.8
Cc1ccc(SCC(=O)OCC(=O)N(CC(C)C)C2CCS(=O)(=O)C2)cc1C (centres undefined)	-21.3	-3.5	-1.6	-3.0	-1.5	1.1	0.7	-0.6	23.7*	75.5
CC(C)C1Nc2c(C(=O)O)cccc2C(Nc2ccccc2C(=O)O)C1(C)C (centres undefined)	-1.4	4.2	-7.5	7.9	-4.6	1.1	0.7	-0.6	-22.0	92.2
COc1cc(Cl)c(C)cc1N1C(=O)CN(Cc2ccccc2)C1=S	-0.2	3.2	-0.9	1.2	-0.3	-2.6	-3.4	1.1	-15.0	85.2
